# From PubChem BioAssay
# TTR transcr act = TTR transcription activators in neuroblastoma reporter cells, primary screen, cell-based, luminescence, SH-SY5Y, TTR promoter Gaussia luciferase. actives 1.3% (n = 92,000). activation, % at 16.7 µM. 100% = recombinant luciferase protein wells. AID 1117267, 2014;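 active = activation above the mean of all tested compounds plus 3 SD, cut at about 9.5% in these data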;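 note: cells exposed to compounds for one day before reading; 0% = median of all test compound wells on the plate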
# * hit, by the source's call.
canonical_smiles,TTR transcr act
COc1ccc(NC(=O)c2[nH]c(C)c(C(C)=O)c2C)cc1S(=O)(=O)N1CCOCC1,0.0
CC(=O)N1N=C2c3ccccc3CCC2C1c1cccs1 (stereo unspecified),-1.9
CCN1CCN(CCCNC(=O)CNC(=O)c2nn(-c3ccc(OC)cc3)c(=O)c3ccccc23)CC1,1.8
COCCCNC(=S)NNC(=O)c1ccoc1C,4.2
CC(NC(=O)C1CCN(C(=O)[C@@H]2Cc3ccccc3CN2)CC1)c1ccccc1 (stereo partly specified),1.3
O=C(N/N=C/c1ccc(Cl)cc1Cl)c1ccc2nc[nH]c2c1,-1.5
CCOc1ncccc1C(=O)OCC(=O)Nc1ccc(C)c(S(=O)(=O)N2CCOCC2)c1,-2.7
CCc1ccc(CN2C(=O)c3ccccc3C2C(=O)NCC2CCCO2)cc1 (stereo unspecified),0.9
Cc1cn(CCOc2ccc(Cl)cc2)c(=O)[nH]c1=O,0.1
CCOC(=O)c1sc(Nc2ccccc2Cl)nc1C,0.2
Cn1cnc(S(=O)(=O)N2C[C@@H](O)COC[C@@H]3O[C@H](CC(=O)NC4CCC4)CC[C@H]32)c1,-2.3
COc1ccc(Cl)cc1NC(=O)CN(C)CC(=O)Nc1ccc(S(N)(=O)=O)cc1,-0.2
CC1CCCC(NC(=O)CSc2nnnn2C)C1C (stereo unspecified),1.6
Cc1cc(C)c(S(=O)(=O)N2CCOC2CNC(=O)C(=O)NCCCN2CCCC2=O)c(C)c1 (stereo unspecified),0.6
C[C@@H]1CN([C@H](C)CO)C(=O)Cc2cc(NC(=O)CCC(F)(F)F)ccc2O[C@@H]1CN(C)C(=O)Nc1ccccc1,3.1
CCn1c2c(c3cc(Cl)ccc31)CCCC2=O,1.4
Cc1cccc(C)c1OCC(=O)Nc1cccc(-c2nnc(-c3ccccc3)o2)c1,3.1
CC1CCN(c2ccc3nnc(CCC(=O)NCC(C)c4ccccc4)n3n2)CC1 (stereo unspecified),-1.5
CN(C(=O)c1cccc(NC(=O)c2ccco2)c1)c1ccccc1,-1.3
O=C(Cn1c(SCC(=O)N2CCc3ccccc3C2)nc2ccccc21)NC1CCCC1,5.4

# Grouped by structure: the compounds so far with an NH in an aromatic ring
canonical_smiles,TTR transcr act
COc1ccc(NC(=O)c2[nH]c(C)c(C(C)=O)c2C)cc1S(=O)(=O)N1CCOCC1,0.0
O=C(N/N=C/c1ccc(Cl)cc1Cl)c1ccc2nc[nH]c2c1,-1.5
Cc1cn(CCOc2ccc(Cl)cc2)c(=O)[nH]c1=O,0.1

# New compounds follow.
canonical_smiles,TTR transcr act
O=C(CN1CCN(Cc2ccccc2)CC1)N/N=C/c1c[nH]c2ccccc12,-0.1
Cc1cccc(S(=O)(=O)N(C)C[C@@H]2OCc3cnnn3CCCC(=O)N([C@H](C)CO)C[C@H]2C)c1,0.2
CCCCn1nnnc1C(c1cc2ccccc2o1)N(Cc1ccccc1)Cc1ccccc1 (stereo unspecified),-1.1
COc1ccc2c(c1)C1NC(=S)NC(C)(O2)C1C(=O)Nc1ccc(C)cc1C (stereo unspecified),-1.1
CSc1ncccc1C(=O)OCC(=O)c1ccc(Cl)s1,0.6
Cn1nc(-c2ccc(C(=O)N3CCN(CCO)CC3)cc2)c2ccccc2c1=O,-2.1
Cc1ccc(Cn2nc(C)c(NC(=O)CCCn3nc([N+](=O)[O-])c(Cl)c3C)c2C)cc1,1.4
CC(C)NC(=O)N(C)C[C@H]1Oc2ccc(NC(=O)Cn3cnnn3)cc2C(=O)N([C@H](C)CO)C[C@@H]1C,-0.3
CCOC(=O)c1ccc(N2CCOCC2)c(NC(=O)c2c(-c3ccccc3)noc2C)c1,0.2
CCN(CC)S(=O)(=O)c1ccc(-c2csc(C)n2)s1,-1.5
O=C(O)c1ccc(Nc2nc(-c3ccccc3)cs2)cc1,-2.0
COc1cc(/C=C2/SC(=S)N(CC(=O)NNC(=O)c3ccc(F)cc3)C2=O)cc(OC)c1OC,1.8
O=C(Cc1cccc(NC(=O)C2CCCN(C(=O)C3CCCCC3)C2)c1)Nc1ccc(C(=O)N2CCCCC2)cc1 (stereo unspecified),3.1
COCC(=O)Nc1nc2n(n1)C(c1ccccc1)CC(c1ccc(OC)cc1)N2 (stereo unspecified),-1.1
O=C(COc1ccc(-n2ccnc2)cc1)Nc1cccc(F)c1,-0.3
Cc1ccc(NC(=O)NCC2CC2(Cl)Cl)cc1 (stereo unspecified),-1.1
COc1ccc(C)cc1NC(=O)c1cccc(C(=O)Nc2cc(C)ccc2OC)c1,1.4
Cc1cc(C)c(NC(=O)CN(C)C(=O)c2ccc(OCc3ccccc3)cc2)c(C)c1,-1.3
CCCOc1ccc2cc(-c3ccccn3)c(=O)oc2c1,-0.7
COc1ccc(F)c(CN2CCN(CCc3ccccc3)C(CCO)C2)c1 (stereo unspecified),-0.7
COc1ccc(Cn2c(C)nc3ccc([N+](=O)[O-])cc3c2=O)cc1,2.3
COc1cccc(NC(=O)C2COc3ccccc3O2)c1 (stereo unspecified),4.0
COc1ccccc1CNC(=O)CN(C)S(=O)(=O)c1ccc2c(c1)c(=O)n(C)c(=O)n2C,5.8
CC(C)OC(=O)C(CC(=O)O)N1CCOCC1 (stereo unspecified),-1.2
COc1ccccc1/C=C/C=N/NC(=O)Cc1cccs1,-1.2
O=C(c1ccncc1)N1CCN(S(=O)(=O)c2cccc(F)c2)CC1,2.9
Cc1ccc(C(=O)N/C(=C/c2ccco2)C(=O)NCC2CCCO2)cc1 (stereo unspecified),-0.7
COc1ccc(-c2[nH]c(-c3cccc(OC)c3)nc2SCC(=O)NCc2ccco2)cc1,0.1
CCOC(=O)C(Cc1cc(N)c(Oc2ccc(OC)cc2)c(N)c1)NC(C)=O (stereo unspecified),0.6
O=C1C2C(C(=O)N1CCc1ccccc1)C1C=CC2C12CC2 (stereo unspecified),0.9
C=CCn1c(C)cc(C(=O)CSc2nnc(-c3cccc(S(=O)(=O)N(CC)CC)c3)o2)c1C,-1.6
O=S(=O)([N-]c1nc2ccccc2nc1-n1cc[n+](Cc2ccccc2)c1)c1ccc(Cl)cc1,0.0
Cc1[nH]c(=O)[nH]c(=O)c1S(=O)(=O)N1CCCC(C(=O)NCCc2ccccc2)C1 (stereo unspecified),-2.3
O=C(COC(=O)c1ccc(S(=O)(=O)NCc2ccco2)cc1)Nc1ccc(Cl)cn1,1.7
Cc1ccc(OC(C)C(=O)Nc2ccncc2)cc1 (stereo unspecified),-0.4
O=C1c2cc([N+](=O)[O-])ccc2-c2cc(Cl)c(NC(=O)C(F)(F)F)cc21,-0.3
COc1ccc(/C=C2/C(=N)N3N=C(CC(=O)N4CCCC4)SC3=NC2=O)cc1OC,0.6
COC(=O)c1ccc(CNC(=O)COC(=O)c2cc(Cl)ccc2O)cc1,0.2
CCOc1ccc(NC(=O)CNC(=O)c2ccc([N+](=O)[O-])cc2)cc1,-1.1
Cc1ccccc1Cn1c2ccccc2c2cnn(CC(=O)NCCCN3CCN(C)CC3)c(=O)c21,0.1

# Arranged by the number under TTR transcr act (rising): some entries from above.
canonical_smiles,TTR transcr act
Cn1nc(-c2ccc(C(=O)N3CCN(CCO)CC3)cc2)c2ccccc2c1=O,-2.1
CC1CCN(c2ccc3nnc(CCC(=O)NCC(C)c4ccccc4)n3n2)CC1 (stereo unspecified),-1.5
CCOc1ccc(NC(=O)CNC(=O)c2ccc([N+](=O)[O-])cc2)cc1,-1.1
CCCOc1ccc2cc(-c3ccccn3)c(=O)oc2c1,-0.7
CC(NC(=O)C1CCN(C(=O)[C@@H]2Cc3ccccc3CN2)CC1)c1ccccc1 (stereo partly specified),1.3

# The results go on.
canonical_smiles,TTR transcr act
CCC(=O)N(C)/C=C1\Sc2ccccc2C1=O,-0.1
O=C(NCc1nc(-c2ccc(C(F)(F)F)cc2)no1)c1cccs1,1.6
CC(=O)Oc1ccccc1C(=O)Oc1ccc(/C=N/n2cnnc2)cc1,-3.4
CCOC(=O)C1C(=O)C=C(C)C(C(=O)OCC)C1c1cccc([N+](=O)[O-])c1 (stereo unspecified),-3.5
COc1cc(-c2nc3cnccc3n2C)cc(OC)c1OC,-1.3
CC(C)(C)[C@@H]1COC(=O)[C@H](Cc2ccc(F)cc2)C/C=C\C[C@@H](CC(=O)N(CCO)Cc2ccccc2)C(=O)N1,-1.4
CCCCn1nnnc1C(c1cc2ccccc2o1)N1CCN(CCN(C)C)CC1 (stereo unspecified),-0.2
C[C@@H](OC(=O)N1CCCCC1)[C@H]1O[C@]2(C)CCCC[C@H]1O2,4.7
CN(C)C(=O)c1cccc(-c2cccc(-c3nc(C(=O)NCc4ccccc4)cc4c3[C@H](CCO)N(S(=O)C(C)(C)C)C4)c2)c1 (stereo partly specified),-1.5
NS(=O)(=O)c1ccc(Sc2ccc3ccccc3c2)nc1,3.1
Cc1ccc(NC(=O)c2cccc(S(=O)(=O)N(C)c3ccccc3)c2)cc1S(=O)(=O)N1CCOCC1,-4.4
COc1cc(-c2cc(C(=O)O)c3cc4c(cc3n2)OCCO4)cc(OC)c1OC,1.8
CCCCOc1ccc(S(=O)(=O)NC(=O)C2(C)CCN2C(=O)c2cccc(F)c2)cc1 (stereo unspecified),0.6
COc1ccccc1NC(=O)c1cc(Br)ccc1Cl,2.3
COc1ccccc1C(=O)NCc1ccco1,0.8
CC(=O)c1cc(C#N)c(SCc2ccccc2)nc1C,8.1
N#Cc1nc(Cc2ccccc2)oc1N1CCCC1,3.5
O=C(CN1CCN(S(=O)(=O)N2CCCCCC2)CC1)Nc1cc(Cl)ccc1Cl,1.7
CCN1CCN(CC(=O)NC2CCCCC2)C(=O)C1=O,-1.3
O=C(COc1ccc(-n2ccnc2)cc1)Nc1cccc(Cl)c1,-2.0
COC(=O)Cn1ccc(-c2ccc(Cl)cc2)c(C#N)c1=O,-0.1
COCCCN1C(=O)C(CC(=O)NC2CC2)CC(C(=O)N2CCOCC2)=C1C (stereo unspecified),-0.3
O=C(CC1Sc2ccccc2NC1=O)NCc1ccccc1 (stereo unspecified),-0.4
CC(=O)N(Cc1cc2cc(C)c(C)cc2n2nnnc12)CC1COCCO1 (stereo unspecified),2.5
COc1ccc(NC(=O)CN2CCN(c3nc(-c4ccc(F)cc4)cs3)CC2)c(OC)c1,-0.5
CCCCc1ccc(NC(=S)NCc2ccc(OC)cc2)cc1,-0.8
CO[C@H]1CN(C)C(=O)c2ccc(NS(=O)(=O)c3ccccc3F)cc2OC[C@H](C)NC[C@@H]1C,0.7
Cc1cc(C(=O)OCC(=O)N2CC(=O)Nc3ccccc32)no1,5.1
COc1ccc(NC(=O)CCc2nc(-c3ccc(C)cc3)no2)c(OC)c1,-3.4
COc1ccccc1N1CCN(C(=O)c2cc(C3CC3)on2)CC1,1.8
O=C(C1CCCO1)N1CCN(c2c3c(nc4cc(-c5ccc(F)cc5)nn24)CCC3)CC1 (stereo unspecified),-1.1
C=CCN1C(=O)[C@H](CC(=O)NCCCCc2ccccc2)[C@@]2(C(=O)OCC)CCCC=C12,0.4
CC(C)COc1ccc2[nH]c3c(c2c1)CCCC3=O,3.4
COc1ccc(/C(C)=N/NC(=S)NCc2ccco2)cc1,1.9
CCOC(=O)c1ccc(N2C(=O)c3n[nH]c(C)c3C2c2ccc(OC)c(OC)c2)cc1 (stereo unspecified),6.1
O=[N+]([O-])c1cccc(-c2nc(-c3ccccn3)no2)c1,0.0
CC(C)(C)C1C/C(=C/c2ccco2)C(=O)/C(=C/c2ccco2)C1 (stereo unspecified),1.3
CC1CCCN(S(=O)(=O)c2cnc[nH]2)C1 (stereo unspecified),-0.5
O=C(COC(=O)/C=C/c1cccc(C(F)(F)F)c1)Nc1ccc(Cl)cn1,2.7
COc1cc([N+](=O)[O-])cc2sc(NC(=O)C(C)(C)C)nc12,0.3

# As entered above:
# CC(C)(C)C1C/C(=C/c2ccco2)C(=O)/C(=C/c2ccco2)C1 (stereo unspecified) | TTR transcr act = 1.3
# O=[N+]([O-])c1cccc(-c2nc(-c3ccccn3)no2)c1 | TTR transcr act = 0.0
# O=C(C1CCCO1)N1CCN(c2c3c(nc4cc(-c5ccc(F)cc5)nn24)CCC3)CC1 (stereo unspecified) | TTR transcr act = -1.1
# CC(C)COc1ccc2[nH]c3c(c2c1)CCCC3=O | TTR transcr act = 3.4

# The list goes on.
canonical_smiles,TTR transcr act
CCc1ccc2nc(NC(=O)CN3C(=O)NC4(CCCC4)C3=O)sc2c1,0.0
O=C(O)CCc1ccc(-c2ccccc2)n1NC(=O)c1ccco1,22*
C/C(=N\OCC(=O)O)c1ccc(Cl)cc1,1.6
Cc1cc(C)n(-c2nc3c(c(=O)[nH]c(=O)n3C)n2Cc2ccc(F)cc2)n1,6.7
O=C(NCCc1nc2ccccc2n1CCOc1cc(F)ccc1F)C1CCCCC1,1.0
COC(=O)c1c(NC(=O)c2ccccc2)sc(C(N)=O)c1C,-0.8
O=C(NC(=S)Nc1ccc2oc(=O)ccc2c1)c1ccco1,-1.2
CCN(c1ccccc1)c1nc(Cl)nc2c1cnn2C,-2.3
CCOC(=O)C1(CC2CCCCO2)CCN(Cc2cc3ccccc3[nH]2)CC1 (stereo unspecified),-2.6
COCCN=C1NN=C(c2ccc(C)c([N+](=O)[O-])c2)CS1,-0.8
Cc1cc(NS(C)(=O)=O)c(=O)n(Cc2c(F)cccc2Cl)c1,-0.3
COCCCNC(=S)N/N=C/c1ccc(N(C)C)cc1,-0.1
O=C(CNC(=O)c1ccco1)N/N=C/c1ccccc1[N+](=O)[O-],0.9
CCN(CC)CC1(O)CCN(C(=O)c2ccc(Cl)c(Cl)c2)CC1,2.5
COC(=O)c1ccc(N2C(=O)CC(N3CCC(O)(c4ccc(Br)cc4)CC3)C2=O)cc1 (stereo unspecified),-1.7
O=[N+]([O-])c1ccc(F)c(N=Cc2ccc(Br)s2)c1,-2.8
COc1cccc(-n2c(N)c(-c3nc4ccccc4[nH]3)sc2=S)c1,0.0

# A portion of the library; the hit share may differ from the screen's.
